GASC-1 inh – human JMJD2C demethylase inhibition | actives 0.069% (n = 330,000) | GST-JMJD2C(1-420) H3K9me3 demethylation, DELFIA europium | inhibition, % at 2.35 µM | Q9H3R0;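 active = more than half of a compound's replicate wells show inhibition beyond 50%, single wells judged on their own value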;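 also: signal counts dimethyl H3K9 product captured on neutravidin plate; 0% = median of DMSO wells and 100% = 0.3 times that DMSO median; strong numbers were not always called active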
Target sequence (Q9H3R0 1-420 limits assumed): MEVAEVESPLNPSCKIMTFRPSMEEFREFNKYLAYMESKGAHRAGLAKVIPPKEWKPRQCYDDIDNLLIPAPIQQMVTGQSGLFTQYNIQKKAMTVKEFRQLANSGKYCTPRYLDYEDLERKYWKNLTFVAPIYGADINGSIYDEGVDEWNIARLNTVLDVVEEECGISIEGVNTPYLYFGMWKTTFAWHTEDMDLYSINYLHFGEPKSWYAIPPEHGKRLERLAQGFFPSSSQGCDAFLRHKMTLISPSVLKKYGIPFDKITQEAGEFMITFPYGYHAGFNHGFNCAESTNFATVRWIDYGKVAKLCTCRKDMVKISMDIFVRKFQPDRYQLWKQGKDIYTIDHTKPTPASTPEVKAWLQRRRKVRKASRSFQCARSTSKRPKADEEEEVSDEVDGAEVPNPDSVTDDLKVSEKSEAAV
procasp3 activ – procaspase-3 (human) activation | P42574 | recombinant procaspase-3 D3A, Ac-DEVD-pNA absorbance 405 nm | activation, % at 8.5 µM | actives 0.11% (n = 330,000);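 active = activation above the mean of all tested compounds plus 3 SD, cut at about 21% in these data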;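 also: 0% = DMSO alone and 100% = DMSO wells spiked with extra 5 µM PC-3 D3A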
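Assay system – Procaspase-3 D3A mutant · Benchmarks – DMSO low control, extra-enzyme high control · Technique – 405 nm absorbance of p-nitroaniline, reads at 0 and 120 min · Doses – 8.5 µM nominal · Measure – % activation between DMSO and enzyme-spiked controls · Also added – Ac-DEVD-pNA chromogenic peptide substrate · Schedule – 1 h compound preincubation, 2 h substrate hydrolysis at 25 °C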
Fh CTSL1 inh – cathepsin L1 inhibition, PFM18AAP counter-screen. recombinant F. hepatica cathepsin L1, Z-Leu-Arg-MCA fluorescence. inhibition, % at 5.96 µM. actives 0.49% (n = 300,000);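 active = inhibition above the mean of all tested compounds plus 3 SD, set per screening campaign, cut at about 17% in these data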;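 also: 0% = plate median of test compound wells and 100% = 1 µM Z-Phe-Ala-diazomethylketone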
PP1 inh – PP1-alpha (human) inhibition in PP5 counter-screen; AID 2235; purified PP1alpha, OMFP fluorescence; inhibition, % at 6.7 µM; P62136; actives 0.9% (n = 320,000);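 active = inhibition above the mean inhibition of all tested compounds plus 3 SD, computed separately for each screening campaign, cut at about 15% in these data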
Target sequence (P62136 whole entry, looked up): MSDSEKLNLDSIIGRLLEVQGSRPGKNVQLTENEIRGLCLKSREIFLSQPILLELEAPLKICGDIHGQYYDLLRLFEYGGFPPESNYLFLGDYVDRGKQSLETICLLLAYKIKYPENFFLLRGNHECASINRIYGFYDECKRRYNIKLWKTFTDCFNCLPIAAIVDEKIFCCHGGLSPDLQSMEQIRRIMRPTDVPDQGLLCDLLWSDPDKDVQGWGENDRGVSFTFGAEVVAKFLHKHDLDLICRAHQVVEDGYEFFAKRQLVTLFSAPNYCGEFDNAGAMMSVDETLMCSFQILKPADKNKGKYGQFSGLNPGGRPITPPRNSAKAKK
Efflux pump inh – blocks antifungal efflux pumps in multiplex yeast assay; S. cerevisiae Candida pump triplex, Nile Red efflux; inhibition, % at 10 µM; actives 0.44% (n = 330,000); AID 485275;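 active = plate passing quality check with inhibition over a set limit, or well fluorescence over plate mean plus 4 SD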;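 also: Nile Red retained in pooled yeast measured as flow cytometry median fluorescence; 0% = buffer negative control and 100% = Enniatin B positive control; higher means more Nile Red kept so more efflux inhibition; some compounds called inactive have numbers as strong as hits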
PP5 inh – blocks human protein phosphatase 5 activity. purified PP5c, OMFP substrate fluorescence. P53041. actives 0.18% (n = 320,000). inhibition, % at 6.7 µM;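 active = inhibition above the campaign's mean inhibition across all tested compounds plus 3 SD, cut at about 9.5% in these data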;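 also: 0% = DMSO only and 100% = 100 µM cantharidin control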
HCV core dimer – HCV core protein dimerization inhibition; actives 0.33% (n = 300,000); TR-FRET GST/Flag-core106 dimerization, 1536-well; inhibition, % at 5 µM; AID 1899;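 active = inhibition above the mean of all tested compounds plus 3 SD, set per screening campaign, cut at about 45% in these data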
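Assay system: tagged HCV core106 pair (GST and Flag); medium: KF-containing HEPES buffer, pH 7.45, DTT, CHAPS, BSA; also added: Eu donor and XL665 acceptor anti-tag antibodies; dosing: 5 µM single dose; timing: compound-protein-antibody incubation 4 h at 22.5 °C; signal: TR-FRET 671 and 617 nm emission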
TPT1 inhibitor – blocks Candida albicans tRNA 2'-phosphotransferase; recombinant caTPT1, FP RNA substrate dephosphorylation; inhibition, % at 5 µM; actives 0.81% (n = 300,000); AID 1962;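 active = inhibition above the mean of all tested compounds plus 3 SD, set per screening campaign, cut at about 24% in these data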;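 also: plate controls were DMSO alone for no effect and ferristatin control at 100 nM for full effect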
proCasp7 act – activates human procaspase-7, counter-screen for procaspase-3 activators; P55210; recombinant procaspase-7, Ac-DEVD-pNA absorbance 405 nm; D23A/D198A/D206A triple mutant, cannot self-cleave; scale: DMSO 0, 5 µM enzyme 100; activation, % at 8.5 µM; actives 0.093% (n = 330,000);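 active = percent activation above the screen-wide mean plus 3 SD, cut at about 25% in these data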
Target sequence (P55210 whole entry D23A/D198A/D206A): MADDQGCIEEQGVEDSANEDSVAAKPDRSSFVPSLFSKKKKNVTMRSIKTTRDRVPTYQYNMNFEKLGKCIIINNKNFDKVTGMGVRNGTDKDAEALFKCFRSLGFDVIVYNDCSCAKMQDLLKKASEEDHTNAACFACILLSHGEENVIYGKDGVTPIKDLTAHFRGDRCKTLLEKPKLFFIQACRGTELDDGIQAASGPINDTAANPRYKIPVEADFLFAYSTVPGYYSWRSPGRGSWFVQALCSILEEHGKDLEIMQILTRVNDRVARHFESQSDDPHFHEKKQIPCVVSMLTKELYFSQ
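Replicates: singlicate. Assay system: Procaspase-7 triple mutant (PC-7 D3A). Signal: 405 nm absorbance of p-nitroaniline. Times: 1 h preincubation, 2 h reaction. Buffer or medium: Zinc-free HEPES pH 7.4 with 300 mM NaCl, 0.01% Triton X-100. Also added: DEVD-pNA substrate. Benchmarks: DMSO wells as 0%, DMSO with 5 µM added PC-7 as 100%.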
* = called active by the depositor; i = inactive; · = no result given; & = joins results of further samples.

SMILES	GASC-1 inh	procasp3 activ	Fh CTSL1 inh	PP1 inh	Efflux pump inh	PP5 inh	HCV core dimer	TPT1 inhibitor	proCasp7 act
O=C(Nc1ccccn1)c1cccs1	-1	10	2	-5	0.0	4.3	0	-3	14
CCCCC(CC)CNC(=O)C1CC=CCC1C(=O)O (stereo unspecified)	-10	0	0	-3	0.0	-1.8	-2	2	-8
CC(C)NC(=O)Cn1cc(C(=O)C2CC2)c2ccccc21	-2	1	-2	-2	-0.1	0.7	-5	-1	-10
CC1CC(C)CN(c2ccc(S(=O)(=O)N3CCOCC3)cc2)C1 (stereo unspecified)	6	2	3	-3	-0.1	1.6	3	-1	5
CCOC(=O)C(=NC(C)C)NNc1cc(Cl)ccc1Cl	17	-1	1	-1	-0.3	1.7	-11	-4	3
CCOc1ccc(-n2nc3c(SCCN4CCCC4)nnc(C)c3c2C)cc1	34	5	2	4	0.0	-0.8	15	1	1
COc1ccc(NC(=O)c2ccc(-n3cccn3)nc2)cc1	2	5	1	-3	0.0	1.4	4	2	12
COC(=O)c1cccc(NC(=S)NC(C)C)c1	2	2	4	1	0.0	0.3	-1	1	8
COc1ccc(-n2ccnc2SCC(=O)NCc2ccc3c(c2)OCO3)cc1	-9	8	5	2	-0.2	-1.2	9	1	-2
Cn1cnnc1SCC(=O)Nc1ccc(N2CCCCC2)cc1	-3	11	·	-2	0.1	0.8	·	·	2
Cc1ccc(Sc2ccc(/C=C3/C(=O)NN(c4ccccc4)C3=O)o2)cc1	1	-3	-2	0	-0.1	-0.7	10	2	-1
CCCc1nn(CCc2ccccn2)c(N)c1CC	0	-6	-5	-1	-0.1	-0.2	-1	0	-1
O=C(CNC(=O)c1ccc(Br)o1)NCC1COc2ccccc2O1 (stereo unspecified)	-9	8	·	·	-0.1	·	·	·	-4
COc1ccc(NC(=O)Cn2nnc(C(=O)NCc3ccc4c(c3)OCO4)c2N)cc1	i	-1	-3	-2	0.1	2.5	-4	5	4
COC(=O)c1cccc(-n2c(=O)n(Cc3ccccc3)c(=O)c3[nH]cnc32)c1C	-6	-9	3	-3	0.0	-2.4	6	-3	-17
CSc1ccc(C(=O)C2CCCN(C(=O)c3nonc3C)C2)cc1 (stereo unspecified)	-10	0	2	-5	0.2	-1.4	-5	-3	-7
CCC1CCCN1Cn1cnc2c([nH]c3ccc(OC)cc32)c1=O (stereo unspecified)	1	4	-1	-1	0.0	2.8	-8	1	2
CC(=O)c1cccc(CN2CCN(Cc3ccc(C)cc3)C(CCO)C2)c1 (stereo unspecified)	-6	8	4	2	-0.1	1.3	2	-5	8
CN(CC(=O)Nc1cccc(Cl)c1)S(=O)(=O)c1ccc2[nH]c(=O)oc2c1	-1	1	0	-5	0.0	0.8	12	4	2
CN(CC(=O)Nc1ccc(F)c(F)c1F)C(=O)c1ccc(=O)[nH]c1	7	-1	-2	2	0.0	0.2	-10	-3	0
Cc1sc2nc(CSc3ccc([N+](=O)[O-])cc3)[nH]c(=O)c2c1C	20	-2	4	7	0.2	3.8	5	13	-3
Cc1ccc(N2CCN(/N=C/C3=C(N4CCOCC4)C(=C\c4ccccc4)/CC3)CC2)cc1	6	4	2	1	-0.3	-1.4	-3	-3	0
CCOC(=O)c1c(S(=O)(=O)NCC(=O)Nc2ccccc2)c(C)n(C)c1C	16	6	-6	-1	-0.1	2.0	1	-4	1
Cc1csc(SCC(=O)Nc2cccc(S(=O)(=O)N3CCCC3)c2)n1	-1	6	-2	0	-0.2	1.4	15	2	8
Cc1ncc(CO)c2c1Oc1nc(-c3ccccc3)nc(SCC(=O)Nc3cccc(O)c3)c1C2	-4	6	-1	-1	-0.1	2.5	32	0	3
COc1ccc(C2=NNC(=O)CC2)cc1	-2	-1	-1	-5	-0.1	0.4	1	4	7
CC(C)CNC(=O)COc1ccc2c3c(c(=O)oc2c1)CCC3	23	-4	1	-1	0.0	-0.4	-9	-4	2
c1ccc(OCCOc2ncnc3ccccc23)cc1	2	-4	3	0	0.3	3.6	-14	-2	5
O=C(O)CC/C(=C\c1ccc2c(c1)OCO2)c1nc2ccccc2s1	-3	-1	6	-3	0.1	-1.6	9	2	1
O=C(O)C1CC(=O)N(c2ccc(OCc3ccccc3Cl)cc2)C1 (stereo unspecified)	-18	5	2	1	-0.1	1.0	-2	-5	12

(listing goes on)
SMILES	GASC-1 inh	procasp3 activ	Fh CTSL1 inh	PP1 inh	Efflux pump inh	PP5 inh	HCV core dimer	TPT1 inhibitor	proCasp7 act
CC(=O)N1CCSc2ccc(S(=O)(=O)N3CCC(C)CC3)cc21	5	1	-2	-2	0.3	2.3	4	-5	-5
C=CCc1ccc(OCCCCN2CC(C)OC(C)C2)c(OC)c1 (stereo unspecified)	-1	11	1	2	0.0	2.2	-2	0	21
O=C(NCCN1CCCCC1)c1ccc(F)cc1Cl	-12	7	-1	1	0.3	4.3	-11	1	-9
CC(=O)c1nc(N2C(=O)CC(Cc3ccccc3)C2=O)sc1C (stereo unspecified)	-10	2	-1	-3	-0.1	1.0	-8	-2	17
O=C(NNC(=S)NCC1CCCO1)c1cccc(S(=O)(=O)N2CCOCC2)c1 (stereo unspecified)	7	6	1	-1	-0.1	0.0	-3	-3	-8
CSc1nc(Oc2ccc(C)cc2)cc(C(F)(F)F)n1	-10	-3	-2	-1	0.2	1.8	5	3	4
CCOc1ccc(S(=O)(=O)NC(C)C(=O)NC2CCCC2)cc1 (stereo unspecified)	3	0	-2	-1	0.1	-1.9	9	-1	7
CCC1CCCCN1Cc1ccc(CNC(=O)CCc2nnc3ccc(N4CCCCC4)nn23)o1 (stereo unspecified)	-9	1	0	-5	-0.1	1.3	-6	-3	7
c1ccc2c(c1)ncn2Cc1nnc2sc(-c3ccncc3)nn12	-1	-4	3	1	-0.1	-0.6	-1	-5	6
O=C(N/N=C/c1ccc[nH]1)c1ccc([N+](=O)[O-])cc1	-15	-1	-3	-3	0.0	-0.9	6	0	6
Cc1cc(C)nc(NS(=O)(=O)c2ccc(N3C(=O)c4ccccc4C3=O)cc2)n1	-17	3	4	-2	-0.5	-0.3	-6	-4	-7
CCCNC(=O)COC(=O)c1cc(-c2ccc(OC)cc2)nc2ccccc12	1	6	2	14	-0.1	0.3	3	-2	4
COc1ccc(CCNC(=O)Cn2c(=O)n(CCCC(=O)NCc3ccco3)c(=O)c3sccc32)cc1OC	-19	4	3	3	0.0	-0.4	6	1	1
COCCn1c(=NC(=O)c2cc(Cl)sc2Cl)sc2cc(S(N)(=O)=O)ccc21	-4	2	3	-4	0.0	2.1	2	1	-2
N#Cc1ccc(S(=O)(=O)NC2CCCCNC2=O)cc1 (stereo unspecified)	-1	-3	-4	-1	-0.1	0.5	3	-2	-1
CC1(C)Oc2ccc3ccc(=O)oc3c2CC1O (stereo unspecified)	-7	-3	1	-2	0.1	1.2	6	3	-1
Cc1ccc(CN(C)C(=O)CCc2nc3sc4c(c3c(=O)[nH]2)CCCC4)o1	-14	-10	0	-1	0.2	2.0	17	11	-25
O=C(OCc1nc2ccccc2c(=O)[nH]1)c1cccs1	14	6	-4	0	0.1	1.9	2	2	8
CC(=O)c1ccc(NC(=O)C2=CC(c3ccc4c(c3)OCO4)=NS(=O)(=O)N2C)cc1	-1	2	0	4	0.0	3.4	-7	-3	-3
O=C(O)C1CCCN(S(=O)(=O)c2ccc(Cl)s2)C1 (stereo unspecified)	-2	1	-1	-1	0.1	0.8	-6	0	1
CCN(C(=S)Nc1cc(S(=O)(=O)N2CCOCC2)ccc1Cl)c1cccc2ccccc12	8	-9	-2	-4	-0.2	0.0	3	-2	0
CCCC(C)NC(=O)c1ccc2[nH]c3c(c2c1)CC(C)CC3 (stereo unspecified)	·	-4	1	-2	0.0	4.3	-1	-2	3
C=C1CCN(c2ccc(C(=O)NCCC)cc2[N+](=O)[O-])CC1	-10	3	0	-1	0.0	3.2	-13	-3	-6
Cc1noc(C)c1COC(=O)c1cccc(N(C)C)c1	-30	5	3	2	0.0	2.2	-3	-7	5
COc1cc(/C=N/NC(=O)c2ccccc2O)ccc1OC(=O)CC1SC(=O)NC1=O (stereo unspecified)	-4	1	6	2	-0.1	0.5	-1	-1	2
COc1ccc(NC(=O)CCCCC#Cc2ccccc2)cc1	10	1	1	-4	-0.2	0.3	3	1	3
C=CC(C)N1C(=O)S/C(=C\c2ccc(N3CCOCC3)cc2C)C1=O (stereo unspecified)	1	-5	-1	10	-0.4	2.1	-13	32*	-14
N#CC1=C(N)NC(SCc2ccc(F)cc2)=C(C#N)C12CCCCC2	15	-3	4	4	-0.2	7.2	12	4	-3
COc1ccc(COC(=O)C2=C(C)NC(=O)NC2c2ccccc2F)cc1 (stereo unspecified)	-5	1	-2	1	0.3	3.3	1	-1	13
CCC(=NC(CC)CO)C1=C(O)CC(C)(C)CC1=O (stereo unspecified)	3	4	-2	-1	0.0	0.9	-8	-2	-1

The listing continues.
SMILES	GASC-1 inh	procasp3 activ	Fh CTSL1 inh	PP1 inh	Efflux pump inh	PP5 inh	HCV core dimer	TPT1 inhibitor	proCasp7 act
CC(=O)Nc1ccc(-c2cc(-c3ccccc3)nc(-c3ccccc3)n2)cc1	-16	3	0	0	0.1	-2.4	-23	1	9
O=C(NCc1cccnc1)c1ccc2c(=O)n(CCCN3CCCC3=O)c(=S)[nH]c2c1	16	-3	2	0	-0.2	-4.1	2	3	19
CC(O)c1c(-c2ccccc2)nn(C)c1Cl (stereo unspecified)	4	7	-3	3	0.6	-1.6	-4	-2	0
CCN1CCN(c2cc(C)nc(-c3ccccc3O)n2)CC1	4	3	-4	1	-0.1	0.6	4	0	4
CCCCOC(=O)c1ccc(NC(=S)NC(=O)c2c(Cl)cnn2C)cc1	-8	-5	6	6	0.1	3.0	4	1	-9
COc1ccc(CCNC(=O)CSc2nnc(CNc3ccc(Cl)cc3)o2)cc1OC	14&1	-4	-1	-1	0.4	1.5	-5	2	-8

Whole records, quoted from the list.
COc1ccc(CCNC(=O)CSc2nnc(CNc3ccc(Cl)cc3)o2)cc1OC as listed: GASC-1 inh: 14&1; procasp3 activ: -4; Fh CTSL1 inh: -1; PP1 inh: -1; Efflux pump inh: 0.4; PP5 inh: 1.5; HCV core dimer: -5; TPT1 inhibitor: 2; proCasp7 act: -8
CC1CC(C)CN(c2ccc(S(=O)(=O)N3CCOCC3)cc2)C1 (stereo unspecified) as listed: GASC-1 inh: 6; procasp3 activ: 2; Fh CTSL1 inh: 3; PP1 inh: -3; Efflux pump inh: -0.1; PP5 inh: 1.6; HCV core dimer: 3; TPT1 inhibitor: -1; proCasp7 act: 5
